PLK1 inh – inhibitors of human PLK1 kinase | P53350 | 97,000 compounds, 0.53% hits | inhibition, % at 10 µM | recombinant PLK1 kinase, TR-FRET peptide phosphorylation;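 active = inhibition of 50% or more in the single-concentration screen; inactive = inhibition below 50%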;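 note: 0% = DMSO max control and 100% = H-89 dihydrochloride min control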
Target sequence (P53350 whole entry, looked up): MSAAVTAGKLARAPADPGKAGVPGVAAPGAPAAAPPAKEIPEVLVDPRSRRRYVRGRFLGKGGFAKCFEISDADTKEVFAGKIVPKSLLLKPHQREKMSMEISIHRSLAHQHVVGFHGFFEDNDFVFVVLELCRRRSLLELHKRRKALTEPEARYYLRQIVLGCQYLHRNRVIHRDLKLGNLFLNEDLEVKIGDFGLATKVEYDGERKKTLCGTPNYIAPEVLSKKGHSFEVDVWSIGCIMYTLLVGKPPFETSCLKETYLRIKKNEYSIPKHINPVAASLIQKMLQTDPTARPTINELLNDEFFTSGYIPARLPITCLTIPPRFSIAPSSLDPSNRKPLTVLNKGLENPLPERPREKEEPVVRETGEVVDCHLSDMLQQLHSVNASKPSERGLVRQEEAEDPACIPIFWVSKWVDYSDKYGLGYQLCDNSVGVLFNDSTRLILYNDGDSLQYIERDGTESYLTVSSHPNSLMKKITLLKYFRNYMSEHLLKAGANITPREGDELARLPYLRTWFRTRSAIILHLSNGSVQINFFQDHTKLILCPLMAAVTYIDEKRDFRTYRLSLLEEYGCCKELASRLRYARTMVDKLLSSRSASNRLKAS
ERa SRC1 inh – ER-alpha (human) coactivator binding inhibition. P03372. TR-FRET ER-alpha LBD / SRC-1 peptide, estradiol-bound. inhibition, % at 25.6 µM. 86,000 compounds, 1.7% hits; in the data active = inhibition above about 50%;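 note: 0% = receptor plus peptide control and 100% = peptide only without receptor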
FAK inh – FAK (human) kinase inhibition; Q05397; biochemical FAK kinase activity assay; inhibition, %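 (tested at 7 µM)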; 97,000 compounds, 0.84% hits; AID 727; in the data active = inhibition above about 19%;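 note: 0% = DMSO and 100% = reference compound high control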
ERa SRC1 pot – enhances coactivator binding to human estrogen receptor alpha | coactivator binding (% of control), % at 25.6 µM | P03372 | TR-FRET ERalpha-LBD/SRC-Cy5 coactivator binding, 2 h; 100 = basal binding, no effect | 86,000 compounds, 1.3% hits | AID 639; in the data active = activity above about 200%;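 note: binding measured in presence of low estradiol as agonist stimulus; 0% = peptide alone without receptor and 100% = receptor with peptide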
CD11b adhes inh – CD11b/CD18-fibrinogen binding inhibition | 93,000 compounds, 0.54% hits | K562 CD11b/CD18 adhesion to fibrinogen, ATPlite luminescence; Mn2+ added to activate the integrin | inhibition, % at 10 µM;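 active = primary inhibition of 50% or more at 10 µM, then 40% or more on retest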; note: some results filed as inactive read as strong as hits
Plk1 PBD FP – blocks phosphopeptide binding to human Plk1 polo box domain | AID 693 | Plk1 PBD phosphopeptide binding, fluorescence polarization | P53350 | 97,000 compounds, 0.13% hits | inhibition, %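 (tested at about 20 µM)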; in the data active = inhibition above about 34%, passing the limit was not always enough
CD11b adhes enh – increases human CD11b/CD18 adhesion to fibrinogen; P05107+P11215; K562 CD11b/CD18 adhesion to fibrinogen, ATPlite luminescence; activation, % at 10 µM; 93,000 compounds, 0.07% hits; AID 1499;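 active = 10 µM primary screen giving 50% or more activity, confirmed by 40% or more on retest at that dose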; note: strong numbers were not always called active
HIV Rev-RRE inh – disrupts HIV-1 Rev binding to RRE RNA; inhibition, % at 8 µM; Rev peptide-RRE RNA binding, FRET; P05866; 97,000 compounds, 0.79% hits;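 active = inhibition above the screen-wide mean plus 3 SD, cut at about 35% in these data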;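 note: 0% = median DMSO wells and 100% = median Neomycin B control wells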
Target sequence (P05866 whole entry, looked up): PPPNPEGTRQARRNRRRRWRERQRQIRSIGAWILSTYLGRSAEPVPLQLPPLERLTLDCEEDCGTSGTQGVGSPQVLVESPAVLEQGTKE
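System: Cy5-labelled duplex RRE RNA binding fluorescein-labelled HIV Rev peptide; Signal: fluorescein-to-Cy5 FRET, 480 nm excitation; Also added: labelled Rev peptide; Compound: one concentration, 8 µM nominal; Buffer or medium: HEPES pH 7.5 salt buffer with EDTA; Read-out: % inhibition of FRET ratio versus controls; Schedule: 5 min preincubation and 15 min binding, 25 °C.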
ERb SRC1 inh – ER-beta (human) coactivator binding inhibition; inhibition, % at 25.6 µM; Q92731; 86,000 compounds, 1.3% hits; AID 633; TR-FRET ER-beta LBD / SRC1-Cy5 peptide binding; receptor agonist-loaded with 1 µM estradiol;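 active = compounds whose percent inhibition of the receptor-coactivator binding signal exceeds about 50% in the single-dose screen, limit read from the data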;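 note: 0% = receptor plus peptide wells without compound and 100% = peptide-only wells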
The depositor's hits bear a star; [ ] = dose if it differs, or a comment.

Results for Cc1nc2c(C(=O)N3CCCC3)cnn2c(C)c1Cc1c(F)cccc1Cl ?
PLK1 inh: -13; ERa SRC1 inh: -1; FAK inh: -2; ERa SRC1 pot: 96; CD11b adhes inh: -4; Plk1 PBD FP: -6; CD11b adhes enh: 0; HIV Rev-RRE inh: 3; ERb SRC1 inh: 2

Results for COc1ccc(-c2cc(C(=O)N3CC4(C)CC3CC(C)(C)C4)no2)cc1OC (stereo not drawn) ?
PLK1 inh: -12; ERa SRC1 inh: 8[fluorescence artefact?]; FAK inh: -6; ERa SRC1 pot: 102; CD11b adhes inh: -2; Plk1 PBD FP: -31; CD11b adhes enh: 0; HIV Rev-RRE inh: -2; ERb SRC1 inh: 3[fluorescence artefact?]

What do the screens show for `O=C(Cc1ccc(S(=O)(=O)N2CCOCC2)s1)NCCC(c1ccccc1)c1ccccc1`?
PLK1 inh: -16; FAK inh: 8; CD11b adhes inh: 11; Plk1 PBD FP: -23; CD11b adhes enh: 6; HIV Rev-RRE inh: 2

How did CCc1ccc2[nH]c(=O)c(CN(Cc3ccco3)S(=O)(=O)c3ccc4c(c3)OCCO4)cc2c1 do in these assays?
PLK1 inh: -6; ERa SRC1 inh: 10; FAK inh: -9; ERa SRC1 pot: 110; CD11b adhes inh: -4; Plk1 PBD FP: -1; CD11b adhes enh: -1; HIV Rev-RRE inh: 0; ERb SRC1 inh: 19

How did CC1(C)CC(=O)C2=C(C1)OC(N)=C(C#N)C21C(=O)N(CN2CCOCC2)c2ccccc21 (stereo not drawn) do in these assays?
PLK1 inh: -16; ERa SRC1 inh: -15; FAK inh: -1; ERa SRC1 pot: 109; CD11b adhes inh: -3; Plk1 PBD FP: -19; CD11b adhes enh: 1; HIV Rev-RRE inh: 5; ERb SRC1 inh: -6

Results for COc1ccc(/C=C2/SC(=O)N(NS(=O)(=O)c3ccccc3)C2=S)cc1OC ?
PLK1 inh: -39; ERa SRC1 inh: -4; FAK inh: -5; ERa SRC1 pot: 98[fluorescence artefact?]; CD11b adhes inh: -6; Plk1 PBD FP: -9; CD11b adhes enh: -5; HIV Rev-RRE inh: 11; ERb SRC1 inh: 10

What do the screens show for `O=c1[nH]cnc2scc(-c3ccsc3)c12`?
ERa SRC1 inh: 14; ERa SRC1 pot: 81; CD11b adhes inh: -3; CD11b adhes enh: -3; ERb SRC1 inh: 30

How did Cc1ccc(-c2cc(-c3nnc(SCC(=O)NCC(C)C)n3N)c3ccccc3n2)cc1 do in these assays?
PLK1 inh: -15; FAK inh: 1; CD11b adhes inh: 0; Plk1 PBD FP: 2; CD11b adhes enh: -2; HIV Rev-RRE inh: 10

What do the screens show for `CCC(=O)Nc1cccc(C(=O)/C=C/c2cc(Br)ccc2OC)c1`?
PLK1 inh: -5; FAK inh: 1; CD11b adhes inh: 35; Plk1 PBD FP: 2; CD11b adhes enh: -2; HIV Rev-RRE inh: -7

What do the screens show for `CC(C)OCCCN1C(=O)c2ccccc2C1C(=O)NC1CCCCC1` (stereo not drawn)?
PLK1 inh: -13; ERa SRC1 inh: -40; FAK inh: 8; ERa SRC1 pot: 105; CD11b adhes inh: -3; Plk1 PBD FP: 18; CD11b adhes enh: 2; HIV Rev-RRE inh: 6; ERb SRC1 inh: -23

How did O=[N+]([O-])c1cccc(-c2nc(-c3cccs3)c(-c3cccs3)[nH]2)c1 do in these assays?
PLK1 inh: -5; FAK inh: 7; Plk1 PBD FP: 33; HIV Rev-RRE inh: 6

Results for CC(C)N1CC=C2C(C#N)=C(N)C(C#N)(C#N)[C@H](c3ccoc3)[C@H]2C1 ?
PLK1 inh: 1; FAK inh: 2; CD11b adhes inh: -14; Plk1 PBD FP: 9; CD11b adhes enh: 0; HIV Rev-RRE inh: 107*[fluorescence artefact?]

What do the screens show for `COc1ccc(COC(=O)c2ccc(N3CCCC3=O)cc2)cc1F`?
PLK1 inh: -4; ERa SRC1 inh: -5[fluorescence artefact?]; FAK inh: -3; ERa SRC1 pot: 123; CD11b adhes inh: -31; Plk1 PBD FP: -22; CD11b adhes enh: -2; HIV Rev-RRE inh: 2; ERb SRC1 inh: -5

How did CCOC(=O)C1CCCN(c2c(NCCCN(C)Cc3ccccc3)c(=O)c2=O)C1 (stereo not drawn) do in these assays?
PLK1 inh: 0; ERa SRC1 inh: -16; FAK inh: 5; ERa SRC1 pot: 113; CD11b adhes inh: -10; Plk1 PBD FP: 1; CD11b adhes enh: 6; HIV Rev-RRE inh: 4; ERb SRC1 inh: -21

How did O=C(CSc1nnc(COc2ccccc2)n1-c1ccccc1)c1cccs1 do in these assays?
ERa SRC1 inh: 12; ERa SRC1 pot: 105; CD11b adhes inh: -9; CD11b adhes enh: -2; ERb SRC1 inh: 5[fluorescence artefact?]

Results for CCC1(CC)NC(=O)N(CC(=O)NCc2ccc3c(c2)OCO3)C1=O ?
PLK1 inh: -33; ERa SRC1 inh: -4; FAK inh: 2; ERa SRC1 pot: 110; CD11b adhes inh: -9; Plk1 PBD FP: 0; CD11b adhes enh: -3; HIV Rev-RRE inh: 5; ERb SRC1 inh: -10

Results for Cc1cccc(C)c1NC(=S)NN(Cc1ccccc1)c1ccccc1 ?
PLK1 inh: -14; FAK inh: -1; CD11b adhes inh: 4; Plk1 PBD FP: -12; CD11b adhes enh: 2; HIV Rev-RRE inh: -3

Results for COc1cccc(CNC(=O)c2nnn(CC(=O)Nc3ccc(C)c(C)c3)c2N)c1 ?
ERa SRC1 inh: 36[fluorescence artefact?]; ERa SRC1 pot: 287*; CD11b adhes inh: -6; CD11b adhes enh: -2; ERb SRC1 inh: 13

How did O=c1c2c3n(c(=S)nc2[nH]n1-c1ccccc1)CCCCC3 do in these assays?
PLK1 inh: -5; ERa SRC1 inh: 5[fluorescence artefact?]; FAK inh: -5; ERa SRC1 pot: 107; CD11b adhes inh: -38; Plk1 PBD FP: 10; CD11b adhes enh: -2; HIV Rev-RRE inh: 11; ERb SRC1 inh: 1

How did COc1ccc(OC)c(-c2csc(N(Cc3ccco3)C(=O)c3cccs3)n2)c1 do in these assays?
PLK1 inh: 7; ERa SRC1 inh: 11[fluorescence artefact?]; FAK inh: 1; ERa SRC1 pot: 91; CD11b adhes inh: 14; Plk1 PBD FP: 2; CD11b adhes enh: 7; HIV Rev-RRE inh: 13; ERb SRC1 inh: -1[fluorescence artefact?]

Results for Cc1onc(-c2ccccc2)c1C(=O)Nc1ccncc1 ?
PLK1 inh: -3; ERa SRC1 inh: 20; FAK inh: 0; ERa SRC1 pot: 100; CD11b adhes inh: 18; Plk1 PBD FP: -17; CD11b adhes enh: 3; HIV Rev-RRE inh: -2; ERb SRC1 inh: 16[fluorescence artefact?]

Results for CC(C)CNC(=O)c1c(N)n(/N=C/c2ccccn2)c2nc3ccccc3nc12 ?
PLK1 inh: -8; ERa SRC1 inh: 69*; FAK inh: 2; ERa SRC1 pot: 228*[fluorescence artefact?]; CD11b adhes inh: -26; Plk1 PBD FP: -1; CD11b adhes enh: 124; HIV Rev-RRE inh: 5; ERb SRC1 inh: 27

How did CCN1C(=O)/C(=C/c2ccc(C)s2)NC1=S do in these assays?
PLK1 inh: -7; ERa SRC1 inh: -16[fluorescence artefact?]; FAK inh: 1; ERa SRC1 pot: 109[fluorescence artefact?]; CD11b adhes inh: -4; Plk1 PBD FP: 2; CD11b adhes enh: -1; HIV Rev-RRE inh: 6; ERb SRC1 inh: -6[fluorescence artefact?]

How did O=c1c2ccccc2nc(SCc2nnc(-c3ccccc3)o2)n1-c1ccccc1 do in these assays?
ERa SRC1 inh: 12; ERa SRC1 pot: 110; CD11b adhes inh: 12; CD11b adhes enh: 4; ERb SRC1 inh: 4[fluorescence artefact?]

Results for Cc1ccc(-c2c3c(=O)n(C)c(=O)n(C)c3c3nnc4ccccc4n23)cc1 ?
PLK1 inh: -12; ERa SRC1 inh: -13; FAK inh: 0; ERa SRC1 pot: 107; Plk1 PBD FP: -2; HIV Rev-RRE inh: 23; ERb SRC1 inh: -20

Results for Cc1ccc(C(=O)N2CCN(c3ccc(C(F)(F)F)cn3)CC2)cc1 ?
PLK1 inh: -5; ERa SRC1 inh: 1; FAK inh: -5; ERa SRC1 pot: 103; CD11b adhes inh: 5; Plk1 PBD FP: -6; CD11b adhes enh: 0; HIV Rev-RRE inh: 4; ERb SRC1 inh: -10

How did c1ccc2cc(CN3CCOCC3)ccc2c1 do in these assays?
PLK1 inh: -3; ERa SRC1 inh: -1; FAK inh: 0; ERa SRC1 pot: 104; CD11b adhes inh: -12; Plk1 PBD FP: 37; CD11b adhes enh: -2; HIV Rev-RRE inh: -6; ERb SRC1 inh: -3

How did COC(=O)CCC(=O)COc1ccccc1C#N do in these assays?
PLK1 inh: -7; ERa SRC1 inh: -40; FAK inh: 2; ERa SRC1 pot: 96; CD11b adhes inh: 1; Plk1 PBD FP: -10; CD11b adhes enh: 2; HIV Rev-RRE inh: 6; ERb SRC1 inh: -22

What do the screens show for `COc1c(C)cc(Br)cc1C(=O)Nc1cccc(-c2nc3ncccc3o2)c1`?
PLK1 inh: -19; FAK inh: -2; CD11b adhes inh: 2; Plk1 PBD FP: -50; CD11b adhes enh: 10; HIV Rev-RRE inh: -5

What do the screens show for `COC(=O)CCN(C(=O)c1ccc2c(c1)OCO2)c1ccccn1`?
PLK1 inh: -9; ERa SRC1 inh: -7; FAK inh: 1; ERa SRC1 pot: 109; CD11b adhes inh: -22; Plk1 PBD FP: -18; CD11b adhes enh: -4; HIV Rev-RRE inh: 4; ERb SRC1 inh: -12

How did CC1=NN(c2nc(-c3ccc(C)cc3)cs2)C(=O)C1N=Nc1ccc2ccccc2c1 (stereo not drawn) do in these assays?
PLK1 inh: -10; FAK inh: -7; CD11b adhes inh: -36; Plk1 PBD FP: 0; CD11b adhes enh: 74; HIV Rev-RRE inh: 7

Results for COCCNc1nc(=S)[nH]c2cc(OC)c(OC)cc12 ?
PLK1 inh: -4; FAK inh: -8; CD11b adhes inh: -4; Plk1 PBD FP: 13; CD11b adhes enh: -4; HIV Rev-RRE inh: 4

How did Cc1nc(N)sc1-c1nnc(SCC(=O)Nc2nccs2)n1C do in these assays?
PLK1 inh: 29; ERa SRC1 inh: 8; FAK inh: -1; ERa SRC1 pot: 98; CD11b adhes inh: 0; Plk1 PBD FP: -10; CD11b adhes enh: 2; HIV Rev-RRE inh: -1; ERb SRC1 inh: 0

Results for O=C(CSc1nc(Nc2ccccc2)nc(N2CCOCC2)n1)Nc1ccc([N+](=O)[O-])cc1 ?
PLK1 inh: -8; ERa SRC1 inh: 8; FAK inh: 2; ERa SRC1 pot: 88; CD11b adhes inh: 7; Plk1 PBD FP: 24; CD11b adhes enh: 1; HIV Rev-RRE inh: 10; ERb SRC1 inh: 3

Results for CCc1ccc(N(CC(=O)NC2CCCC2)S(=O)(=O)c2c(C)noc2C)cc1 ?
PLK1 inh: -6; ERa SRC1 inh: 12; FAK inh: -2; ERa SRC1 pot: 88; CD11b adhes inh: -10; Plk1 PBD FP: -4; CD11b adhes enh: -1; HIV Rev-RRE inh: 1; ERb SRC1 inh: 20[fluorescence artefact?]
